# Screening data (PubChem BioAssay)
# Sm TGR inh: S. mansoni TGR enzyme inhibition | Q962Y6 | AID 485364 | purified TGR, DTNB reduction, TNB absorbance 405 nm | Potency, µM (top dose mostly 114 µM), for the others: top-dose activity change, negative = inhibition, actives largely listed as inhibitors | 3% of 360,000 active; note: potency is the fitted concentration of half-maximal effect; nearly all actives have a fitted effect of over 60% in size
#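 Kinetic colorimetric format: TGR-catalysed, NADPH-driven DTNB reduction monitored via TNB absorbance. Enzyme dispensed at 20 nM; compound exposure 15 min at room temperature before reaction start.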
# AMA1-RON2 inh: disrupts binding of P. falciparum AMA1 to RON2; AlphaScreen AMA1-biotinylated RON2 peptide binding; Potency, µM (titrated, usually from 58.2 µM), inactives show top-dose activity change, negative = inhibition, actives largely listed as inhibitors; 0.2% of 360,000 active; AID 720542;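 note: potency is the fitted concentration of half-maximal effect; 0% = vehicle wells and -100% = peptide control; nearly all actives have a fitted effect of over 45% in size; some results filed as inactive show a strong effect at the top dose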
#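 AMA1 (3D7) with his tag at 25 nM final met compounds first, then biotinylated RON2 peptide at 25 nM; detection used donor plus acceptor beads, 10 µg/mL apiece, read by AlphaScreen after 30 min at room temperature.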
# HCMV antiviral: human cytomegalovirus inhibition; AID 1259415; 4.5% of 410,000 active; activity change, negative = inhibition, % at 57.5 µM; HFF cells, HCMV-luciferase reporter, 72 h; active compounds read low; in the data active = activity change below about -60%; inconclusive = no clear call, values can overlap the other calls; inactive = above about -39%
#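 Cell-based, HFFs, 1000 cells/well, 16 h 37C; cpds in DMSO + HCMV-luc, MOI 1 PFU/cell; 72 h 37C; OneGlo luminescence after 5 min RT; norm. to buffer vs Salinomycin 10uM.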
# AmpC inh detg: blocks E. coli AmpC beta-lactamase in detergent assay. P00811. AmpC hydrolysis of nitrocefin, absorbance 480 nm, 0.01% Triton. Potency, µM (series often up to 114 µM), without a hit: top-dose activity change, negative = inhibition, usual class: inhibitors. 0.041% of 370,000 active;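 note: potency is the fitted concentration of half-maximal effect; 0% = no-compound wells and -100% = no-enzyme wells; nearly all actives have a fitted effect of over 25% in size; some results filed as inactive show a strong effect at the top dose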
# Target sequence (P00811 whole entry, looked up): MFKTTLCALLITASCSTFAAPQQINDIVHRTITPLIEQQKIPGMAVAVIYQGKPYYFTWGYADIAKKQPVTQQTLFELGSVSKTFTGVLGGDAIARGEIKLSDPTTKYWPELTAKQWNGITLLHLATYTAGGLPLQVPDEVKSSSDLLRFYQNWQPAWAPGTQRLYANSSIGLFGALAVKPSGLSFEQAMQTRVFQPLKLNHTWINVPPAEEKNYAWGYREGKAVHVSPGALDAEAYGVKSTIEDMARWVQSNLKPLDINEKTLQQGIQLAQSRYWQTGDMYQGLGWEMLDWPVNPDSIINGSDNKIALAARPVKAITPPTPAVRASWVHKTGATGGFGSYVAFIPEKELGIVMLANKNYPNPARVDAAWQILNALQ
#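 AmpC (5.3 nM in the dispensed reagent) in 20 mM phosphate pH 7.0 with 0.01% (detergent screen) or 0.0001% Triton X-100 was preincubated with compounds for 15 min at room temperature. Nitrocefin was then added from an 800 uM solution, and hydrolysis was followed at 480 nm.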
# HCV inh: blocks hepatitis C virus. Potency, µM (top dose mostly 41.8 µM), for inactives: top-dose activity change, negative = inhibition, hits mostly inhibitors. Huh7.5.1 HCVcc-Cre infection, luciferase reporter, 44 h. 3.4% of 340,000 active. AID 651820; note: potency is the fitted concentration of half-maximal effect
#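 Infectious HCVcc-Cre (~0.5 moi) was added to cells just after compound, with cells seeded 4 h earlier at 1,000 per well. Luciferase activity after 44 h culture reported infection; substrate was incubated 15 min at room temperature before reading.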
# FBPA Giardia inh: inhibitors of Giardia lamblia fructose-1,6-bisphosphate aldolase; A8B2U2; purified Giardia FBPA; Potency, µM (highest dose often 59.6 µM), without a hit: at the top dose activity, negative = inhibition, actives largely listed as inhibitors; 0.71% of 290,000 active; AID 2451; note: potency is the fitted concentration of half-maximal effect; nearly all actives have a fitted effect of over 55% in size
# Target sequence (A8B2U2 whole entry, looked up): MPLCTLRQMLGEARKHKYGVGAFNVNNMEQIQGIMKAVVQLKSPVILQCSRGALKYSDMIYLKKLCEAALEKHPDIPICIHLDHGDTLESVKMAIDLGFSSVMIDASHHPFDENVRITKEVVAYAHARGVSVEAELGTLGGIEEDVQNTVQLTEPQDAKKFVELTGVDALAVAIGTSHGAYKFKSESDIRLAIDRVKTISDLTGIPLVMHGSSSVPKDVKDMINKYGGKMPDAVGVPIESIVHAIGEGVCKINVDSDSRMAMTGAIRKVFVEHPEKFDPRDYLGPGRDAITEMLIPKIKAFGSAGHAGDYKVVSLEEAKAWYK
#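 Giardia FBPA (40 nM reagent) was preincubated 10 min at RT with compound (up to 57.5 uM final), then substrate plus GAPDH/TPI/NAD/arsenate coupling system with diaphorase/resazurin was added; resorufin fluorescence (525/598 nm) was read after 20 min.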
# The depositor's hits bear a star; ? = inconclusive; . = not tested or not shown; & = joins results of further samples; [ ] = another dose, or the depositor's remark. Unless noted, calls come from the whole dose curve; as a rule, active = well fitted curve in the direction sought with a large enough effect; inconclusive = small, poorly fitted or top-dose-only effect, or another doubt; inactive = no such curve, though single readings can be large; an effect the other way counts as inactive or inconclusive. Unless noted, % is set by controls: 0 for no effect and ±100 for the full control effect. Compounds as they come; about 9.3% have a hit in one of these screens.
# Values run as follows: Sm TGR inh	AMA1-RON2 inh	HCMV antiviral	AmpC inh detg	HCV inh	FBPA Giardia inh
COc1ccc(S(=O)(=O)NC(CC(=O)NCCc2ccc(OC)c(OC)c2)C(C)C)cc1 (stereo unspecified)
→ 1%	1%	0	2%	-24%	3%
CN1C(=O)C(=Cc2ccccc2OCc2ccc(C(=O)O)cc2)C(=O)N(C)C1=O
→ .	-3%	?	-3%	21%	1%
CCOc1ccc(NC(=S)NCc2cccnc2)cc1
→ ?	0%	-7	4%	8%	5%
Cc1ccc(NC(=O)CSc2nnc(COc3ccc(Cl)cc3)o2)cc1
→ -9%	.	-1	-1%	.	.
CCn1nc(C(C)C)cc1C(=O)N1CCCC(CO)(Cc2ccc(F)cc2F)C1 (stereo unspecified)
→ -3%	2%	?	-9%	?	.
COc1ccc(Br)cc1CNC(=O)Nc1cccs1
→ -22%	24%	2	1%	?	2%
Cc1cc(N2CCC(C(=O)Nc3ccc(F)cc3C)CC2)n2nc(C)c(-c3ccc(Cl)cc3)c2n1
→ 6%	.	-9	2%	.	.
COc1ccc(C(=O)OCC(=O)NC2CC2)cc1[N+](=O)[O-]
→ 5%	-10%	-1	5%	16%	-1%
Cc1oc2ccc(O)cc2c1C(=O)c1ccccc1
→ -5%	11%	-11	3%	-14%	3%
CCCn1nc(NS(=O)(=O)c2cccc3nonc23)c2cc3ccccc3nc21
→ -11%	0%	-11	-12%	10%	14%
Fc1ccc(-c2ccc(CNCc3ccccn3)o2)cc1
→ -22%	21%	33	?	10%	19%
Brc1ccccc1-n1nnc(-c2nccs2)n1
→ -17%	1%	44	-7%	9%	5%
CCC(=O)Nc1nnc(S(=O)(=O)N(C)Cc2ccco2)s1
→ 35µM*	-5%	-6	1%	20%	.
O=C(NCC(c1cccnc1)N1CCN(c2ccccc2)CC1)C1CCCCC1 (stereo unspecified)
→ -4%	6%	-2	-5%	-17%&-1%	17%
CCCNS(=O)(=O)c1cccc(C(=O)NC2CCCc3ccccc32)c1 (stereo unspecified)
→ -6%	7%	15	-3%	-20%	-6%
CC(C)CC(=O)/C(=C/c1ccc(N(C)C)cc1)n1cncn1
→ 4%	4%	-60*	5%	-1%	-1%
Cc1cccc2cc(C#N)c(NCCCn3ccnc3)nc12
→ -2%	37%[activator]	?	-9%	?	0%
O=C(COc1ccc2ccccc2c1)Nc1ccncc1
→ 14%	0%	-100*	6%	?	4%
CN1CCN(C(=O)C2CCN(S(=O)(=O)c3ccc(F)cc3)CC2)CC1
→ -4%	-12%	-32	-10%	10%	-9%
CC[n+]1c(/C=C(\C)SC)sc2ccccc21
→ 2%	1%	-31	0%	?	?

# The last three records of the part before are carried over, then new ones follow:
# Values run as follows: Sm TGR inh	AMA1-RON2 inh	HCMV antiviral	AmpC inh detg	HCV inh	FBPA Giardia inh
O=C(COc1ccc2ccccc2c1)Nc1ccncc1
→ 14%	0%	-100*	6%	?	4%
CN1CCN(C(=O)C2CCN(S(=O)(=O)c3ccc(F)cc3)CC2)CC1
→ -4%	-12%	-32	-10%	10%	-9%
CC[n+]1c(/C=C(\C)SC)sc2ccccc21
→ 2%	1%	-31	0%	?	?
Cn1c(Cn2c(=O)sc3ccccc32)nnc1SCC(=O)Nc1ccc(F)cc1
→ 5%	15%	16	4%	-9%	-5%
Cc1cc(C)n(-c2ccc(C(=O)N3CCC(CO)(Cc4ccccc4)CC3)cc2)n1
→ -4%	-9%	-31	10%	20%	2%
COc1ccccc1NC(=O)CSc1nnc2ccccn12
→ -2%	14%	123	-12%	3%	.
O=C1Nc2c(Br)cc(Br)c3cccc1c23
→ -1%	-8%	-5	0%	-20%	-7%
COc1ccc(S(=O)(=O)c2nnn(-c3ccccc3F)c2C)cc1
→ 1%	.	-15	-1%	.	.
Cc1ccc(C(=O)NC2CCc3ccccc3C2=O)cc1 (stereo unspecified)
→ -10%	0%	75	?	-9%	-8%
Cc1ccccc1OCCNc1cc(N2CCNCC2)ccc1[N+](=O)[O-]
→ 0%	.	.	7%	.	0%
Cc1ccc(S(=O)(=O)/N=C(\c2ccccc2)N(C)S(=O)(=O)c2ccc(C)cc2)cc1
→ -11%	-3%	-17	2%	15%	-19%
CCOC(=O)c1c(NC(=S)Nc2ccccc2)sc2c1CC(C)(C)SC2
→ ?	36%[activator]	?	-5%	?	-5%
O=c1c2cnn(-c3ccccc3Cl)c2ncn1Cc1cccnc1
→ 6%	5%	-20	-3%	21%	10%
CC(=O)c1c(C)[nH]c(C(=O)COc2cc(C)ccc2C(C)C)c1C
→ -2%	-2%	?	8%	5.6µM*	-17%
CCCCn1c(N)c(N(CC(C)C)C(=O)CSC(C)C(=O)Nc2cc(C)on2)c(=O)[nH]c1=O (stereo unspecified)
→ 5%	14%	-17	?	19%	.
Cc1c(Cl)cccc1NC(=S)NC(=O)CCN1C(=O)c2ccccc2C1=O
→ -9%	-18%	-9	?	-5%	1%
COc1ccccc1CNC(=O)CCCn1nc(C)c2c(C)n(-c3ccc(C)cc3)nc2c1=O
→ 4%&-2%	-6%	-33&-30	-10%&0%	?	3%
COc1ccc(C(N)=O)cc1N
→ -8%	-14%	-15	-21%	0%	-9%
O=C(Nc1ccccc1)c1cccc(NC(=O)c2ccco2)c1
→ .	-4%	7	.	-10%	.
COC(=O)C1=C(c2cc3ccccc3s2)C[C@@H]2CC[C@H]1N2C(=O)NCCS(C)=O (stereo partly specified)
→ .	-2%	-5	.	6%	.
Cc1cc(C)c2nc(SCC#N)cc(C)c2c1
→ 7%[11.4 µM]	8%	-16	-15%	?	2%
COc1ccc(C)cc1NC(=O)C(OC(=O)c1cc(C)oc1C)c1ccccc1 (stereo unspecified)
→ -1%	-1%[11.6 µM]	?	8%	?	-3%
CC(=O)c1sc2nsc(SCCN3CCCCC3)c2c1N
→ -19%	8%	?	2%	?	-4%
CC(=O)c1ccccc1OCCOc1ncnc2sccc12
→ 58%[activator]	2%	-18	3%	9%	-6%
O=C(NNC(=S)NCc1ccco1)c1ccc(S(=O)(=O)N2CCOCC2)cc1
→ 0%	52%[activator]	-29	2%	10%	6%
Cc1noc(C)c1COC(=O)Cc1ccc(Br)cc1
→ 4%	-2%	-16	-19%	17%	-13%
Cc1ccc2nc(NC(=O)/C=C/c3ccc4c(c3)OCO4)sc2c1
→ -2%	10%	?	-16%	-3%	-3%
COCCn1c(CNC(=O)c2cccc(C)c2)nc2cccnc21
→ 3%	.	?	5%	.	.
CC1CCN(C(=S)NC(=O)c2cccc([N+](=O)[O-])c2)CC1
→ 21%	76%[activator]	?	7%	36%[activator]	.
Cc1ccc(OCc2ccc(C#N)cc2)c(C(=O)c2cc(C#N)c(=O)n(C3CC3)c2)c1
→ -2%	-6%	?	-7%	1%	-1%
C[C@@H](NC(=O)Cn1cnc2c(OCc3ccccc3)ncnc21)c1cccc2ccccc12
→ .	0%	1	.	?	.
Cc1ccc(C)c(N2CCN(C(=O)CCn3c(=S)[nH]c4cc5c(cc4c3=O)OCO5)CC2)c1
→ -5%	64%[activator]	-28	-11%	-8%	7%
CN(C)c1nc(N)nc(CSc2nnnn2C)n1
→ 42%[activator]	3%	75	3%	4%	3%
COc1cc(OC)cc(C(=O)NC(C(=O)NCc2ccccn2)C(C)C)c1 (stereo unspecified)
→ -1%	49%[activator]	14	4%	-6%	.
COc1ccc(S(=O)(=O)N2CCC3(CC2)OCCN3S(=O)(=O)c2ccc(OC)cc2)cc1
→ -21%	-13%	?	?	-23%	.
COCCNC(=O)CN(C(=O)Cn1nnc2ccccc21)c1ccc(C)cc1
→ .	-4%	-34	?	14%	3%
O/N=C(\Cc1cscn1)c1ccc(O)cc1O
→ 0%	39%[activator]	18	-16%	-9%	-13%
COc1ccc(C(=O)OCC(=O)Nc2ccc(F)c(F)c2F)cc1OC
→ 0%	14%	45	-3%	-2%	0%
O=c1[nH]c(CSc2nnc(-c3ccccc3)n2-c2ccccc2)nc2ccccc12
→ 8%	15%	-5	-16%	-14%[0.335 µM]	0%
Cn1cc(Br)c(-c2cccc(NC(=O)CCC(=O)O)c2)n1
→ 3%	14%	18	0%	14%	9%
O=C(Nc1ccc(Cl)cc1)OCCN1CCOCC1
→ .	-5%	37	.	-14%	.
COc1cc2c(O)cc(C(=O)O)c(-c3cc(OC)c(OC)c(OC)c3)c2cc1OC
→ .	2%	17	.	12%	.
CCC(CC)C(=O)c1c[nH]c(C(=O)NCc2ccco2)c1
→ -2%	-5%	44	2%	6%	-5%
CN1CCc2c(sc3c2C(=O)NC(/C=C/c2ccco2)N3)C1 (stereo unspecified)
→ .	-5%	?	.	-4%	.
Cc1ccc(C)c(NC(=O)CSc2nnc(-c3ccco3)o2)c1
→ -19%	8%	54	-10%	10%	3%
O=C(N/N=C/c1cccnc1)c1cccc(NC(=O)c2ccccc2Cl)c1
→ 0%	11%	13	-12%	-3%	15%
COc1cccc(C(=O)N2CCN(Cc3cc(Br)ccc3OC)CC2)c1
→ 6%	-15%	19	1%	?	-21%
Cc1cccc(Nc2ccc([N+](=O)[O-])cc2C(=O)O)c1
→ -16%	-3%	-5	-1%	5%	-12%
COC(=O)c1ccsc1NC(=O)CN1CCN(Cc2ccc3c(c2)OCO3)CC1
→ -10%	14%	-1	-5%	?	4%
CC(C)c1ccc(NC2CCCN(C(=O)c3cnsn3)C2)cc1 (stereo unspecified)
→ 3%	4%	-34	5%	-21%	.
CCN(C(=O)Cn1c(=O)nc(-c2ccccc2)c2cc(Cl)ccc21)c1cccc(C)c1
→ 3%	.	-20	11%	.	.
O=C(C[C@H]1C/C=C\C[C@@H](Cc2ccc(F)cc2)C(=O)O[C@H](c2ccccc2)CNC1=O)N[C@@H](CO)Cc1ccccc1
→ .	-4%	-22	.	15%	.
O=C(c1ccc(Cn2cc(Cl)cn2)o1)N1CCN(Cc2ccc3c(c2)OCO3)CC1
→ ?	-7%	.	-2%	-11%	-12%
Cc1cc(OCC(=O)NCc2ccc(S(N)(=O)=O)cc2)c2c3c(c(=O)oc2c1)CCC3
→ -6%	5%	-28	-14%	-7%	-8%
CCN(CC)CCCC(C)NC(=O)c1ccc(C(F)(F)F)cc1 (stereo unspecified)
→ 2%	8%	-7	0%	?	4%
CCCOC(=O)N[C@@H]1C(=O)N2C(C(=O)OCCC)=C(C)CS[C@H]12
→ 0%	-14%	-21	-13%	?	2%
COCC(=O)N1CCC(Oc2ccc(C(=O)N(C)Cc3nccs3)cc2)CC1
→ 3%	8%	11	0%	15%	.
CC(C(=O)Nc1ccc(Cl)cc1)c1ncc(C(F)(F)F)cc1Cl (stereo unspecified)
→ 3%	-9%	-37	-6%	10%	-2%
Cc1cccc(NC(=O)CC2S/C(=N/c3nccs3)N(C)C2=O)c1 (stereo unspecified)
→ 0%	4%	-9	3%	-22%	2%
Cc1ccc(C)c(Cn2c(=O)n(CCC(=O)NCc3ccco3)c(=O)c3sccc32)c1
→ -13%	-2%	.	-10%	?	1%
